mouse EphA4 binding: inhibitors of EphA4 binding to KYL peptide, primary screen, biochemical, colorimetric, mouse EphA4 (AID 689) | EphA4-AP binding to KYL peptide, pNPP A405; higher % means a stronger effect | inhibition, % at 10 µM, or IC50 in µM where a hit was titrated | Ephrin type-A receptor 4 (Mus musculus) | 62,000 tested, 0.1% active; in the data active = a potency from the dose series; inactive = the rest, 99 in 100 with inhibition below about 22%
Active calls of the source: *; & = joins results of further samples. An excerpt. The share of hits here may be higher or lower than overall.

SMILES | mouse EphA4 binding
O=C(O)C1[C@H]2C(=O)N(Cc3cccs3)C[C@]23C=C[C@H]1O3 (some centres undefined) | -6%
COc1ccc2cc(C(=O)c3ccccc3)c(=O)oc2c1 | -9%
Cc1cc(C)n2c(Nc3ccc4c(c3)OCCO4)c(-c3ccccc3)nc2n1 | -5%
OC(CNCCc1ccc(Cl)cc1)COCc1ccco1 (centres undefined) | -4%
Cc1cc(C)nc(SC(C)C(=O)N/N=C/c2cccs2)n1 (centres undefined) | -14%
COCCCNC(=O)CCNS(=O)(=O)c1ccc(C)cc1 | -13%
COc1ccc(-c2nnc3n2C(C)(C)Cc2cc(OC)c(OC)cc2-3)cc1 | -13%
CCCN(CCC)C(=O)Cn1c(=O)n(CCCCC(=O)NCc2ccco2)c(=O)c2ccccc21 | 2%
Cc1ccccc1NC(=O)c1sc2nc3c(c(-c4ccco4)c2c1N)CCC3 | 8%
Cc1noc(C)c1C(=O)OC(C(=O)NC1CCCC1)c1ccc(F)cc1 (centres undefined) | -8%
CCOc1cc(NC(=O)c2cccs2)c(OCC)cc1NC(=O)c1ccco1 | -9%
O=C(Cc1cccs1)N1CCN(c2ccccn2)CC1 | -9%
Cn1c(C(=O)NC2CC2)cc2c(=O)n(C)c3ccccc3c21 | -3%
CCOC(=O)c1ccc(NC(=O)CCOc2ccc(OC)cc2)cc1 | -12%
COc1ccc(-c2noc(CCC(=O)NCc3cccnc3)n2)cc1 | 1%
COc1ccc2c(c1OC)C(=O)OC2CC(=O)O (centres undefined) | -12%
Cc1ccccc1-c1nnc(SCC(=O)Nc2ccc(Cl)cc2)n1N | -18%
Nc1cc(Cl)nc(N/N=C/c2ccccc2[N+](=O)[O-])n1 | -3%
Cc1ccccc1CSc1nnc(-c2ccco2)n1Cc1ccco1 | 2%
COc1cc(NC(=O)Cc2ccc(Cl)cc2)c(OC)cc1Cl | 7%
O=C(c1ccc(Cl)c(Cl)c1)N1CCN(C(c2ccccc2)c2ccccc2)CC1 | -5%
CCOC(=O)C1CCCN(c2c(N3CCN(C)CC3)c(=O)c2=O)C1 (centres undefined) | -13%
CCC1CCC(=O)C(C2(O)C(=O)Nc3ccccc32)C1 (centres undefined) | -8%
Cc1ccc(-c2nc3cc(Cl)ccc3o2)cc1NC(=S)NC(=O)c1ccco1 | 1%
N#Cc1c(Cl)cccc1-n1ccnc1 | -4%
Carrying on:
SMILES | mouse EphA4 binding
N/C(=N\OC(=O)c1ccc(Br)cc1)c1ccccc1 | 11%
COc1ccc(/C=C2\SC(=S)N(CC(=O)Nc3ncc(Cc4cccc([N+](=O)[O-])c4)s3)C2=O)cc1OC | -9%
c1ccc(Cc2nnc(N3CCOCC3)c3ccccc23)cc1 | 6%
COC(=O)c1sc(NC(=O)c2cc([N+](=O)[O-])ccc2Cl)c(C(=O)OC)c1C | 8%
Cc1ccc(Cn2c(NC(=O)c3ccc(Cl)cc3)nc3ccccc32)cc1 | 9%
c1cc2cn[nH]c2cc1NC1CCCCCC1 | 0%
COC(=O)c1ccc2c(=O)n(CCCCCC(=O)NCc3ccccn3)c(=O)[nH]c2c1 | 3%
Cc1cccc(-c2c3c(=O)n(C)c(=O)n(C)c3cn2CCO)c1 | -2%
Cc1ccc(S(=O)(=O)Cn2nnnc2CN2CCN(C(=O)c3ccco3)CC2)cc1 | -8%
O=S(=O)(/N=C(/Nc1ccccn1)c1ccccc1)c1ccc(Cl)cc1 | -9%
COC(=O)CSc1nnc(CNC(=O)c2ccccc2OC)n1-c1ccc(OC)cc1 | -10%
O=C(Nc1ccc(Cl)cc1)N1CCN(c2ccccc2Cl)CC1 | -12%
Cc1cc(-n2c(C)cc(C(=O)CSc3ncnc4ccccc34)c2C)no1 | -6%
CCOC(=O)c1sc(NC(C)=O)nc1-c1ccccc1 | -5%
CCCNC(=O)/C=C/c1ccc2c(c1)OCO2 | 1%
COc1ccc(NC(=O)C(CC(=O)O)Cc2ccccc2)cc1 (centres undefined) | -10%
CCn1nnnc1SCC(=O)Nc1cccc(NC(C)=O)c1 | 1%
Cc1ccc(CS(=O)(=O)CCC(=O)N2CCOCC2)cc1 | -6%
COc1ccccc1/C=C/C=N/N1CCN(Cc2cccc3ccccc23)CC1 | -8%
COC(=O)c1[nH]c2ccc(C)cc2c1NC(=O)CN1CCN(c2ccc(F)cc2)CC1 | -20%
O=C(C1=C(O)C(=O)N(c2nncs2)C1c1cccc([N+](=O)[O-])c1)c1cccs1 (centres undefined) | -1%
Cc1ccc2c(c1)Sc1ccccc1CC2=O | 16%
COc1cnc(-c2ccccn2)nc1Sc1ccccc1Cl | -4%
Cc1cc(OCC(=O)Nc2ccc(-c3nc4ccccc4o3)c(O)c2)ccc1Cl | -8%
COc1cc(-c2c(C#N)c(N)n3c(nc4ccccc43)c2C#N)ccc1O | -8%
The list goes on:
SMILES | mouse EphA4 binding
CCc1nnc(NC(=O)[C@@H](NC(=O)c2cccc(S(=O)(=O)N3CCOCC3)c2)C(C)C)s1 | -7%
CCNc1nc(N)nc(Oc2ccc(OCc3ccccc3)nn2)n1 | -15%
Cc1cc(=O)oc2n[nH]c(-c3ccccc3)c12 | -8%
O=C(COc1ccc(Cl)cc1)Nc1cc([N+](=O)[O-])ccc1F | 2%
C/C(=C1/SC(N2CC(C)OC(C)C2)=NC1=O)c1ccccc1 (centres undefined) | 0%
O=C(O)c1cc2c(ccc3ccccc32)o1 | 3%
Cc1cc(=O)n(CCCO)c(O)c1C#N | -7%
S=C(Nc1cccc2ccccc12)NN1CCOCC1 | -4%
O=C(/C=C/c1cccc(C(F)(F)F)c1)Nc1cccc(C(F)(F)F)c1 | -7%&4%
Cc1cc(C(=O)CSc2nnc(-c3ccc(OC(F)F)cc3)o2)c(C)n1Cc1cccs1 | -20%
COc1ccc(C2C(C#N)=C(N)OC3=C2C(=O)CCC3)c(OC)c1OC (centres undefined) | -6%
O=C1CCCC(O)=C1C1NCCc2ccccc21 (centres undefined) | -10%
O=c1c2cc3c(=O)n(-c4nc5ccccc5s4)c(=O)c3cc2c(=O)n1-c1nc2ccccc2s1 | -2%
Cc1cc(Cl)c(S(=O)(=O)N2CCSCC2)cc1OCC(=O)NC1CCCCC1 | -17%
COc1ccccc1N1CC(C(=O)OCC(=O)c2ccc(F)cc2)CC1=O (centres undefined) | 4%
C=CCn1c2ccccc2c2nnc(SCC(=O)Nc3c(C)n(C)n(-c4ccccc4)c3=O)nc21 | 0%
CCc1ccc(/C=C2\SC(=O)NC2=O)cc1 | -11%
O=C(Cn1nnc(-c2ccccc2F)n1)Nc1ccc2c(c1)OCO2 | -14%
CCN(CC)CCCN1C(=O)C(=O)/C(=C(/O)c2ccc(OC)c(Cl)c2)C1c1ccco1 (centres undefined) | 0%
CCOC(=O)N1CCN(c2ccc(C(=O)CC)cc2F)CC1 | 10%
Cc1ccc(S(=O)(=O)NCCNc2c(Cl)cccc2[N+](=O)[O-])cc1 | 3%
Clc1ccc(Cc2nnn(-c3ccccc3)n2)cc1 | 2%
CCN1CCN(C(c2ccc(F)cc2)c2nnnn2Cc2cccs2)CC1 (centres undefined) | -2%
CCC1(CC)Cc2ccccc2C(CC(=O)N2CCOCC2)=N1 | 0%
Cc1ccc(C)c(OCC(=O)Nn2c(C)nc3ccccc3c2=O)c1 | -7%
Remaining list, next part:
SMILES | mouse EphA4 binding
CCOC(=O)COc1cc(Br)c(/C=N/Nc2ccccc2)cc1OC | -15%
O=C(O)c1ccc(SC(C(=O)O)c2ccccc2)cc1 (centres undefined) | -3%
Cc1ccc(NC(=O)C(=O)NCCN2CCN(S(=O)(=O)c3ccc([N+](=O)[O-])cc3)CC2)cc1 | -6%
CC(=O)N1CCN(c2ccc(NC(=O)c3cccc(OCc4ccccc4)c3)cc2)CC1 | -1%
CCCc1ccc(Oc2cn[nH]c2-c2ccc(O)cc2O)cc1 | -15%
CN1C(=O)/C(=C\c2ccccc2)Sc2ccc(C(=O)N3CCN(c4ccccn4)CC3)cc21 | -14%
COc1ccc2[nH]c(=O)c(CN(CCO)C(=O)c3cccs3)cc2c1 | -8%
CCOc1c2ccc(C(=O)NCCc3cccs3)cc2nn1CC | 13%
CCC(C)(C)n1nnnc1C(c1cccnc1)N1CCCc2ccccc21 (centres undefined) | -4%
O=C(NC1CC1)c1ccc2c(c1)ncn2C1CCCC1 | -7%
COc1ccc(-c2nnn(CC(=O)NC3CCCc4ccccc43)n2)cc1OC (centres undefined) | -7%
COc1cccc(C(O)CC(N)=O)c1 (centres undefined) | -20%
CCOc1ccc(/C=N/N2C(=O)C3C(C2=O)C2C=CC3C23CC3)cc1OC (centres undefined) | -1%
CCOC(=O)/C(=N\Nc1ccccc1)S(=O)(=O)c1ccccc1 | 4%
CCCCSc1nnc(-c2ccc(NC(=O)CC)cc2)n1C | 5%
Cc1ccc(NC(NC(=O)c2cccs2)C(Cl)(Cl)Cl)cc1 (centres undefined) | -15%
O=C(Nc1c(F)cccc1F)c1ccc(-n2cncn2)nc1 | -9%
Cc1cc(C)n2c(SCC(=O)Nc3ccc(Cl)cn3)nnc2n1 | -5%
CCOc1ccc(OCC)c(NC(=O)C2CCCN(S(=O)(=O)c3c(C)noc3C)C2)c1 (centres undefined) | -15%
Cc1c(C(=O)NC(C)c2ccccc2)c(-c2ccccc2)nn1-c1ccccc1 (centres undefined) | -5%
N#Cc1cc(-c2ccccc2)cnc1Sc1ccc(Cl)cc1 | -9%
COc1ccc2[nH]c(=O)c(CN(Cc3ccco3)C(=O)c3ccccc3)cc2c1 | 4%
COc1ccc(/C=C2/C(=O)N(c3ccccc3)N=C2C)c(OC)c1OC | -6%
O=C(Nc1ccccc1[N+](=O)[O-])C1C(c2ccccc2)=C1c1ccccc1 | 37%
O=C(NCCOC(=O)c1ccc(S(=O)(=O)N2CCOCC2)cc1)c1cccnc1 | -1%

Structural class: the compounds so far containing an NH in an aromatic ring (7)
SMILES | mouse EphA4 binding
c1cc2cn[nH]c2cc1NC1CCCCCC1 | 0%
COC(=O)c1ccc2c(=O)n(CCCCCC(=O)NCc3ccccn3)c(=O)[nH]c2c1 | 3%
COC(=O)c1[nH]c2ccc(C)cc2c1NC(=O)CN1CCN(c2ccc(F)cc2)CC1 | -20%
Cc1cc(=O)oc2n[nH]c(-c3ccccc3)c12 | -8%
CCCc1ccc(Oc2cn[nH]c2-c2ccc(O)cc2O)cc1 | -15%
COc1ccc2[nH]c(=O)c(CN(CCO)C(=O)c3cccs3)cc2c1 | -8%
COc1ccc2[nH]c(=O)c(CN(Cc3ccco3)C(=O)c3ccccc3)cc2c1 | 4%

Next entries follow.
SMILES | mouse EphA4 binding
CN(C)C(=O)C1(C)CSSC(C)(C(=O)N(C)C)CSSC(C)(C(=O)N(C)C)CSS1 (centres undefined) | 0%
N=c1c(S(=O)(=O)c2ccccc2)cc2c(=O)n3ccccc3nc2n1Cc1ccco1 | -5%
C=CCn1c(CSCc2ccccc2)nnc1SCC(=O)NCc1ccccc1 | -20%
CCOC(=O)c1c(NC(=O)COc2ccccc2)sc(C(=O)Nc2cc(C(F)(F)F)ccc2Cl)c1C | -10%
Cc1ccc(C(=O)COC(=O)c2cnccn2)cc1 | -10%
CCC(C)C(NC(=O)OC(C)(C)C)C(=O)NC(C(=O)N1CCCC1C(N)=O)C(C)CC (centres undefined) | 3%
CCOC(=O)c1c(C)nc2c(c1-c1ccccc1)C(=O)CC(C)(C)C2 | -6%
Cc1ccc(/C=C/C(=O)Nc2ccc(Cl)cc2Cl)o1 | 13%
COc1ccccc1CNC(=O)CCN1C(=O)COc2ccccc21 | -7%
CC(C)(C)c1ccc(C(=O)c2c[nH]c(C(=O)NCCCn3ccnc3)c2)cc1 | 1%
O=C(c1ccccc1NS(=O)(=O)c1cccc([N+](=O)[O-])c1)N1CCOCC1 | -3%
COc1ccccc1/C=C/C=N/N1CCN(Cc2ccc(Cl)cc2)CC1 | 4%
O=C(O)C(Cc1ccccc1)n1cccc1 (centres undefined) | -10%
Cc1cc(C(F)(F)F)c2c(=O)[nH]c(=O)n(Cc3ccccc3)c2n1 | -2%
COc1ccc(CNC(=O)C(=O)NCc2ccccc2)cc1 | -2%
O=C(C(NS(=O)(=O)c1cccs1)c1ccccc1)N1CCN(c2ccccc2)CC1 (centres undefined) | -17%
Cc1ccc(C(=O)Oc2ccc(Br)cc2C(=S)N2CCOCC2)cc1 | 3%
O=C(Nc1ccccc1[N+](=O)[O-])c1ccc(-c2ccccc2)cc1 | -11%
O=C(Nc1nc2ccc([N+](=O)[O-])cc2s1)c1cc(Cl)cc(Cl)c1 | -10%
CCn1cc(C(=O)NC2CC3CCC2C3)c(=O)c2ccc(C)nc21 (centres undefined) | 3%
CCOC(=O)N1CCC(N2CC34C=CC(O3)C(C(=O)Nc3ccc(C)cc3)C4C2=O)CC1 (centres undefined) | -1%
COc1ccccc1NC(=O)c1cccs1 | -10%
Cc1cc(OCC(=O)Nc2ccc3c(c2)OCCO3)ccc1Cl | -12%
CC(C)n1c(NCc2cc(Cl)ccc2O)nc2ccccc21 | -7%
CN1C(=O)CS(=O)c2ccc(C(=O)NC3CC3)cc21 (centres undefined) | 6%
Cc1ccc(S(=O)(=O)Nc2ccccc2-c2ccccc2NS(=O)(=O)c2ccc(C)cc2)cc1 | 9%

Quoted from the listing.
Cc1ccc(/C=C/C(=O)Nc2ccc(Cl)cc2Cl)o1 in mouse EphA4 binding: 13%
CCOC(=O)c1c(C)nc2c(c1-c1ccccc1)C(=O)CC(C)(C)C2 in mouse EphA4 binding: -6%
CC(C)(C)c1ccc(C(=O)c2c[nH]c(C(=O)NCCCn3ccnc3)c2)cc1 in mouse EphA4 binding: 1%

At a glance, 5 of the compounds above:
SMILES | mouse EphA4 binding
Cc1cc(C(F)(F)F)c2c(=O)[nH]c(=O)n(Cc3ccccc3)c2n1 | -2%
COc1ccc(CNC(=O)C(=O)NCc2ccccc2)cc1 | -2%
O=C(C(NS(=O)(=O)c1cccs1)c1ccccc1)N1CCN(c2ccccc2)CC1 (centres undefined) | -17%
Cc1ccc(C(=O)Oc2ccc(Br)cc2C(=S)N2CCOCC2)cc1 | 3%
O=C(Nc1ccccc1[N+](=O)[O-])c1ccc(-c2ccccc2)cc1 | -11%

High-throughput results as filed in PubChem.
